Assay outcomes from PubChem BioAssay.
LAP4-GFP MLPCN: modulators of TOR pathway LAP4-GFP in S. cerevisiae | S. cerevisiae LAP4-GFP multiplex, flow cytometry GFP, 3 h; median GFP as percent of DMSO wells | GFP response vs DMSO, % at 10 µM | 320,000 tested, 0.34% active | AID 2023;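 active means GFP response vs DMSO above a set limit, about the screen mean plus 3 SD, cut at about 150% in these data; inconclusive means under 70 cell events counted for the yeast strain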
CIT2 TOR yeast: modulators of TOR pathway CIT2-GFP in S. cerevisiae; S. cerevisiae CIT2-GFP strain, flow cytometry, 3 h; 100 means same as DMSO wells; GFP response vs DMSO, % at 10 µM; 320,000 tested, 0.065% active;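 active means GFP response relative to DMSO above a set limit, near the screen mean plus 3 SD, cut at about 150% in these data; inconclusive means Fewer than 70 cells measured for a yeast strain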;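 further: ratio of well median GFP fluorescence to mean of DMSO wells on the plate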
AGP1 TOR yeast: yeast TOR pathway AGP1-GFP modulation | AID 2066 | GFP response vs DMSO, % at 10 µM | 320,000 tested, 0.02% active | S. cerevisiae AGP1-GFP multiplex flow cytometry, 3 h; GFP as percent of DMSO wells;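 active means GFP response relative to DMSO above a set limit, near screen average plus 3 SD, cut at about 150% in these data; inconclusive means fewer than 70 cells counted for the yeast strain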;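 further: median GFP channel fluorescence of the gated AGP1 strain per well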
GRK2 aptamer HTS: human GRK2 inhibition via aptamer displacement; P25098; bead flow cytometry, FAM-aptamer displacement from GRK2; inhibition of aptamer binding, % at 10 µM; 330,000 tested, 0.59% active;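 active means inhibition of aptamer binding above 40%, roughly 3 SD of noise, on plates passing a quality check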;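 further: median bead fluorescence of bound FAM aptamer so fluorescent compounds give negative values; no value below 0 was filed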
Target sequence (P25098 whole entry, looked up): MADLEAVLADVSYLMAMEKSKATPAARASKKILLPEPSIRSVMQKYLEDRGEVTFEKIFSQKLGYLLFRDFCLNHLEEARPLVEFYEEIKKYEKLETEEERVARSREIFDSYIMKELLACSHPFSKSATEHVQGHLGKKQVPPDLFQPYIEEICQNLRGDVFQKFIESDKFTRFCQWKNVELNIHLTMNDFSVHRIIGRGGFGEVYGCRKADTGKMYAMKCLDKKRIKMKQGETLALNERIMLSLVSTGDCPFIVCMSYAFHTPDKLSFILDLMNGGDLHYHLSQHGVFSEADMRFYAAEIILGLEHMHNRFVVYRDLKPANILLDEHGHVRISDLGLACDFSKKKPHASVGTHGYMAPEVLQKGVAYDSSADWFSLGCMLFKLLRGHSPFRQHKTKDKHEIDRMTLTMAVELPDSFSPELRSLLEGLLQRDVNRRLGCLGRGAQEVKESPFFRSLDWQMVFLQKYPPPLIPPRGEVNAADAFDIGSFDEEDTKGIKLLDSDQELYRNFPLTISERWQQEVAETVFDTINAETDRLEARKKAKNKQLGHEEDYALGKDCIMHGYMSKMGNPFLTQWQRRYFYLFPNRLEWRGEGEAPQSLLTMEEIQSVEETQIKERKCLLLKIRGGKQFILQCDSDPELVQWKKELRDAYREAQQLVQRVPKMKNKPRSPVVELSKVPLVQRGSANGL
VLA-4 inh: inhibition in a human VLA-4 binding assay | 330,000 tested, 0.2% active | P13612 | VLA-4 expressing cells, ligand binding flow cytometry | inhibition, % (about 7 µM as worked out from the volumes in the protocol) | AID 2557; in the data active means inhibition above about 50%
MEP2 TOR yeast: modulators of TOR pathway MEP2-GFP in S. cerevisiae; S. cerevisiae MEP2-GFP strain, flow cytometry GFP, 3 h; 100% = DMSO control level; GFP response vs DMSO, % at 10 µM; 330,000 tested, 0.51% active; AID 2016;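 active means GFP response versus DMSO above a set limit, roughly screen mean plus 3 SD, cut at about 180% in these data; inconclusive means fewer than 70 cells counted for a yeast strain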;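 further: median GFP fluorescence of the barcode-gated MEP2-GFP cells per well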
JMJD2C inh: inhibitors of human GASC-1 (JMJD2C) demethylase | Q9H3R0 | GST-JMJD2C(1-420) H3K9me3 demethylation, DELFIA europium | inhibition, % at 2.35 µM | AID 2099 | 330,000 tested, 0.069% active;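 active means more than half of a compound's replicate wells show inhibition beyond 50%, single wells judged on their own value; inconclusive means some, but no more than half, of replicates pass 50% inhibition; inactive means no replicate passes 50% inhibition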;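 further: signal counts dimethyl H3K9 product captured on neutravidin plate; 0% = median of DMSO wells and 100% = 0.3 times that DMSO median; strong numbers were not always called active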
Target sequence (Q9H3R0 1-420 limits assumed): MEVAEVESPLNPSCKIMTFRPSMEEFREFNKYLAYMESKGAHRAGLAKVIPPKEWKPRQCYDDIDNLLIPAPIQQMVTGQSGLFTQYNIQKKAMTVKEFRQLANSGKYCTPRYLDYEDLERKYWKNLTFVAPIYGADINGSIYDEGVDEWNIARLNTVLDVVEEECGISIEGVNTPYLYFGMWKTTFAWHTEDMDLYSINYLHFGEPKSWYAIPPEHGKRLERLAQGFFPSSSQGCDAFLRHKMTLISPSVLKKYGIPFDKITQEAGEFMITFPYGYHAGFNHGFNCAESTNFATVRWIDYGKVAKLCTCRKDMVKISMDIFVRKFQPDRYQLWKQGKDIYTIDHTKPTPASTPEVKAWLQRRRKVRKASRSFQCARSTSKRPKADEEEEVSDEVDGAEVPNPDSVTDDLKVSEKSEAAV
RPL19A TOR yeast: modulators of TOR pathway RPL19A-GFP in S. cerevisiae | S. cerevisiae RPL19A-GFP strain, flow cytometry, 3 h; active compounds read low | percent response vs DMSO, % at 10 µM | 330,000 tested, 0.3% active | AID 2025;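 active means percent response vs DMSO below 50%; inconclusive means fewer than 70 events counted for the yeast strain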;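 further: median channel GFP fluorescence of the barcoded RPL19A-GFP strain; ratio of sample median GFP to plate DMSO average so 100% = DMSO; lower means less RPL19A-GFP as with rapamycin TOR inhibition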
The depositor's hits bear a star; ? = inconclusive; nt = not tested or not shown; [ ] = remark or other dose. The list is partial. The share of hits here may be higher or lower than overall.

SMILES	LAP4-GFP MLPCN	CIT2 TOR yeast	AGP1 TOR yeast	GRK2 aptamer HTS	VLA-4 inh	MEP2 TOR yeast	JMJD2C inh	RPL19A TOR yeast
CC(Cc1ccccc1)NC(=O)Cc1ccc([N+](=O)[O-])cc1 (configuration not stated)	107	108	109	2	3	99	1	103
O=C(Nc1ccc(OC(=O)N2CCCCC2)cc1)N1CCOCC1	103	99	102	5	0	98	3	97
c1ccc2sc(C3CCNCC3)nc2c1	98	96	98	0	0	102	5	103
Clc1ccc(C2NCCc3[nH]cnc32)cc1 (configuration not stated)	94	102	107	0	0	93	0	111
COc1ccc(O)c(CN2CCCC(C(=O)c3sccc3C)C2)c1 (configuration not stated)	98	101	99	2	0	97	-9	97
CN1CC(C(=O)c2ccc(Cl)cc2)C(c2ccc(N(C)C)cc2)C1 (configuration not stated)	109	84	88	0	3	90	13	92
COc1ccc(/C=C2\C(=N\O)C3CCN2CC3)cc1	92	89	99	3	-9	97	7	94
CC(C(=O)N1CCC2(CC1)OCCO2)C1Sc2ccccc2NC1=O (configuration not stated)	92	105	94	0	-2	95	0	95
Cc1ccc(CN2CCN(Cc3ccccc3)CC2)cc1	105	102	106	1	7	100	-10	101
O=C(O)C1C2CCC(O2)C1C(=O)Nc1ccc(Cl)cc1 (configuration not stated)	104	98	101	3	8	97	2	94
O=c1[nH]c(=S)n(-c2ccccc2)c(O)c1C=NCCN1CCNCC1	92	102	98	89*	-17	106	-3	103
CCCCn1c(O)c(C(CC)=NCc2ccc(F)cc2)c(=O)[nH]c1=O	98	113	111	0	5	112	2	105
COc1ccc(OC)c(C(O)C2CCCCN2)c1 (configuration not stated)	85	104	93	4	13	108	-2	95
COC(=O)C1=C(c2ccc(OCc3ccccc3)cc2)C[C@@H]2CC[C@H]1N2C(=O)NC1CCN(Cc2ccccc2)CC1	108	103	98	0	0	92	-13	97
CCN1C(=O)C(=C2C=C(C)N(Cc3ccco3)C(C)=C2)C(=O)N(CC)C1=S	91	93	74	0	2	100	3	100
O=C(COC(=O)Cc1ccccc1)Nc1ncc(Cl)cc1Cl	92[may fluoresce violet]	?	27[may fluoresce violet]	0	18	284*[may fluoresce violet]	3	nt
COC(=O)C(O)(c1ccc2c(c1)CCCN2)C(F)(F)F (configuration not stated)	95	94	94	0	-2	96	2	88
O=C1CSC2(CN3CCC2CC3)N1 (configuration not stated)	104	99	100	4	13	114	-5	104
CC(C)c1ccccc1OCC(=O)N1CCCN(C)CC1	105	106	97	0	-12	102	26	94
CCCCCCCCn1sccc1=O	207*	86	72	0	36	98	-4	88
CN1CCN(c2ccc(C=O)cc2)CC1	98	103	103	0	-1	106	59*	101
Cc1nc2cc(C(F)(F)F)ccc2n1C1CCN(Cc2nnnn2Cc2ccc3c(c2)OCO3)CC1	98	89	94	0	-5	98	-3	93
Cc1ccc(-n2c(-c3ccc([N+](=O)[O-])cc3)nc3ccccc3c2=O)cc1	91	106	98	2	6	104	3	103
COc1ccc(N2C(=O)NC(=O)/C(=C\c3cn(CC(=O)N4CCOCC4)c4ccccc34)C2=O)c(OC)c1	102	94	96	0	9	101	2	98
CC(C)=CCN1CC[C@@]2(C)c3cc(O)ccc3C[C@@H]1C2C (some centres not stated)	105	92	98	0	12	99	nt	101
Remaining list, next part.
SMILES	LAP4-GFP MLPCN	CIT2 TOR yeast	AGP1 TOR yeast	GRK2 aptamer HTS	VLA-4 inh	MEP2 TOR yeast	JMJD2C inh	RPL19A TOR yeast
CC(=NCc1ccco1)c1c(O)n(-c2ccc(Cl)cc2)c(=O)[nH]c1=O	108	105	105	0	-1	103	-3	96
Cc1cc(C(=O)CS(=O)(=O)c2ccccc2)cc(C)c1OC(=O)N(C)C	95	96	95	0	4	99	-2	91
C[C@]12CC[C@H](O)C[C@@H]1CC[C@@H]1[C@@H]2CC[C@]2(C)C(=O)CC[C@@H]12	130	74	75	1	-10	91	10	90
CCOC(=O)C(C)(CC)NC(=O)CSP(=S)(OCC)OCC (configuration not stated)	89	108	96	3	-6	95	4	98
CCN1CCN(C(=O)Cc2coc3ccc4ccccc4c23)CC1	92	83	101	0	9	?	-6	97
CC(Cc1cccs1)NCc1ccc(Cl)cc1 (configuration not stated)	101	96	107	1	-2	93	1	99
Cc1ccc(S(=O)(=O)N2CCCC2c2cccnc2)cc1 (configuration not stated)	109	96	106	0	2	112	12	104
CCNc1nc(NC(C)(C)C)nc(SC)n1	99	74	74	0	3	94	-46	99
Cc1cc(C)c(C(=O)N2CCC3(CC2)OCCO3)c(C)c1	95	98	98	0	7	106	2	104
CNCCc1c(C)n[nH]c1C	102	104	103	0	5	110	4	104
Cc1cc(N2C(=O)C3CCCN3C2c2sccc2C)no1 (configuration not stated)	99	104	103	0	4	106	3	102
O=c1cccc2n1CC1CC2CN(C(c2cccc(F)c2)c2sc3ncnn3c2O)C1 (configuration not stated)	91	95	93	4	26	97	177	96
CC(=O)c1cccc(NC2=NCC(C)S2)c1 (configuration not stated)	122	110	107	0	-11	97	1	101
CC(=O)OC1N=C(c2ccccc2)c2cc(C)ccc2NC1=O (configuration not stated)	100	103	108	0	-3	102	-5	97
COc1ccc(OCC(=O)N2CCCC(N3CCN(c4ccccc4C)CC3)C2)cc1 (configuration not stated)	84	89	88	0	-11	88	-4	103
CCOC(=O)C1(c2ccccc2)CCN(CCC(=O)Nc2ccc(C(=O)OC)cc2)CC1	93	99	95	0	8	92	4	95
Cc1sc2ncn(CC(=O)NCC(=O)N3CCC4(CC3)OCCO4)c(=O)c2c1C	99	100	100	0	-2	102	-2	100
CCOc1cc(CNCCc2ccccc2F)ccc1OC	99	102	100	0	14	109	-2	105
CCCCn1c(O)c(C(CC)=NCCCn2ccnc2)c(=O)[nH]c1=O	107	105	108	1	0	102	1	100
CC(CN(C)C1CCN(C)CC1)c1ccccc1 (configuration not stated)	92	98	98	0	-8	106	5	105
CCOC(=O)C(O)(c1ccc(N)c(OC)c1)C(F)(F)F (configuration not stated)	97	106	95	0	-7	106	16	95
CNCC1(c2ccccc2)CCCC1	96	94	95	0	3	101	126	98
COc1ccc(-c2cc(-c3ccccc3)[n+](C)c(-c3ccccc3)c2)cc1	102	98	99	1	11	96	-8	93
CCCC(=O)N(C)C1=Nc2ccc(Cl)cc2C(c2ccccc2)=[N+]([O-])C1	100	105	96	1	-4	105	-12	101
CC12CCCCC1=[N+]([O-])CN2O (configuration not stated)	105	108	105	4	10	104	12	100
The list goes on.
SMILES	LAP4-GFP MLPCN	CIT2 TOR yeast	AGP1 TOR yeast	GRK2 aptamer HTS	VLA-4 inh	MEP2 TOR yeast	JMJD2C inh	RPL19A TOR yeast
COc1ccc(CCNCc2ccccc2F)cc1	103	88	83	1	4	101	-3	103
FC(F)(F)c1ccccc1CNCCc1c[nH]c2ccccc12	97	108	111	0	-2	111	-39	109
Brc1ccc(-[n+]2c(-c3ccccc3)cc(-c3ccccc3)cc2-c2ccccc2)cc1	106	82	89	0	13	96	-2	102
CN1CCc2nc(SCc3cccc(Br)c3)c(C#N)cc2C1	105	96	114	0	-2	93	-13	92
CC(=O)C1(c2ccccc2)CCN(C(=O)C2CCC(=O)N(CCc3cccc(F)c3)C2)CC1 (configuration not stated)	68	95	91	2	1	78	9	97
COc1ccccc1-n1c(O)c(C=NCCN2CCNCC2)c(=O)[nH]c1=O	93	93	100	1	0	105	57	95
COC(=O)C1=C(c2c(C)noc2C)C[C@@H]2CC[C@H]1N2C(=O)NCC1CC1	102	95	97	2	3	109	-4	94
C[n+]1c(-c2ccccc2)cc(-c2ccc(O)cc2)cc1-c1ccccc1	103	107	112	0	-2	102	7	98
CCN1C(=O)C(=Cc2cc(C)n(C3CC3)c2C)C(=O)N(CC)C1=S	96	96	98	7	2	96	8	103
O=C1OC(c2ccc([N+](=O)[O-])cc2)=N/C1=C/N1CC2CC(C1)c1cccc(=O)n1C2 (configuration not stated)	108	102	103	0	-17	97	5	98
O=Cc1c(C(=O)O)n(Cc2ccccc2Cl)c2ccccc12	91	91	100	2	-25	105	4	100
Oc1ccc(CC2CC3CCN2CC3)cc1O (configuration not stated)	98	106	106	2	-5	105	8	100
CC(=O)c1c(C)n(Cc2ccccc2)c2ccc(O)cc12	83	94	100	0	-5	102	6	93
CN1C(=O)NC(=O)C(C)(C2=CCCCC2)C1=O (configuration not stated)	108	108	115	0	3	96	-21	107
COC(=O)C(O)(c1c[nH]c2ccccc12)C(F)(F)F (configuration not stated)	104	96	102	1	22	99	1	102
O=P(O)(O)/C=C(\Cl)c1ccccc1	96	101	100	0	12	90	-15	96
O=C(C1CC(c2ccc(Cl)c(Cl)c2)=NO1)N1CCC2(CC1)OCCO2 (configuration not stated)	103	101	109	0	9	113	5	108
Cc1ccc(S(=O)(=O)CC(C)(O)C(=O)Nc2cccc(C(F)(F)F)c2)cc1 (configuration not stated)	97	86	93	1	6	93	?	93
CCCCN1C(=O)NC(=O)C2(Cc3c(nc4c(C)cccn4c3=O)N3CCc4ccccc4C32)C1=O (configuration not stated)	102	101	103	0	-11	100	-5	98
CCCCC(=O)N/N=C/c1c(O)n(CCC2=CCCCC2)c(=O)[nH]c1=O	106	85	97	0	10	92	4	96
CCOC(=O)c1ccc(NC(=O)N2CC3CC(C2)c2cccc(=O)n2C3)cc1 (configuration not stated)	91	104	101	3	4	91	2	103
COc1ccc(N/N=C/c2c(O)n(-c3ccc(C)c(C)c3)c(=O)[nH]c2=O)cc1	91	98	95	5	-3	99	-2	105
COc1cccc(C(=O)N2CCC3(CC2)OCCO3)c1	111	83	94	3	10	93	4	96
CCC(C)C1(CC)C(=O)NC(=O)N=C1N (configuration not stated)	94	108	98	6	0	108	-2	102
FC(F)(F)c1ccccc1N1CC1c1ccncc1 (configuration not stated)	100	90	92	0	9	87	43	85

Reformatted: 2 of the compounds above.
CCC(C)C1(CC)C(=O)NC(=O)N=C1N (configuration not stated)
  LAP4-GFP MLPCN = 94
  CIT2 TOR yeast = 108
  AGP1 TOR yeast = 98
  GRK2 aptamer HTS = 6
  VLA-4 inh = 0
  MEP2 TOR yeast = 108
  JMJD2C inh = -2
  RPL19A TOR yeast = 102
FC(F)(F)c1ccccc1N1CC1c1ccncc1 (configuration not stated)
  LAP4-GFP MLPCN = 100
  CIT2 TOR yeast = 90
  AGP1 TOR yeast = 92
  GRK2 aptamer HTS = 0
  VLA-4 inh = 9
  MEP2 TOR yeast = 87
  JMJD2C inh = 43
  RPL19A TOR yeast = 85

(cont.)
SMILES	LAP4-GFP MLPCN	CIT2 TOR yeast	AGP1 TOR yeast	GRK2 aptamer HTS	VLA-4 inh	MEP2 TOR yeast	JMJD2C inh	RPL19A TOR yeast
CC12CC[C@H]3[C@@H](CCC4(O)C[C@H](O)CCC34/C=N/NC(=O)c3ccc(O)cc3)C1(O)CCC2C1=CC(=O)OC1 (some centres not stated)	101	93	99	0	0	100	16	97
COc1ccc(NC(=O)c2cc([N+](=O)[O-])ccc2N2CCNCC2)cc1	94	98	99	0	-3	97	-3	99
CC12CN3CN(C1)CC(C)(C3)C2=NO	91[may fluoresce violet]	?	14[may fluoresce violet]	1	11	114[may fluoresce violet]	0	91[may fluoresce violet]
CCN1CCN(c2nc3c(c(=O)[nH]2)CCCC3)CC1	105	115	109	1	-13	105	-5	106
Cc1cccc(-n2c(C)nc3ccc(Cl)cc3c2=O)c1	93	108	103	0	8	102	30	106
Cc1cccc(NC2=NCCCS2)c1C	101	94	104	1	8	105	-11	100
COC(=O)C1=C(c2ccc(S(C)(=O)=O)cc2)C[C@@H]2CC[C@H]1N2C(=O)NCCCOC(C)C	92	91	100	0	13	103	1	100
CC(=O)c1c(O)n(C2CCCCCC2)c(=O)[nH]c1=O	94	84	104	0	0	102	?	98
